# Screening data (PubChem BioAssay)
# PP1 counter = counter-screen for PP5 inhibitors: inhibitors of human PP1-alpha; purified PP1alpha, OMFP fluorescence; inhibition, % at 6.7 µM; P62136; hit rate 0.9% among 320,000;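 active = inhibition above the mean inhibition of all tested compounds plus 3 SD, computed separately for each screening campaign, cut at about 15% in these data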
# Target sequence (P62136 whole entry, looked up): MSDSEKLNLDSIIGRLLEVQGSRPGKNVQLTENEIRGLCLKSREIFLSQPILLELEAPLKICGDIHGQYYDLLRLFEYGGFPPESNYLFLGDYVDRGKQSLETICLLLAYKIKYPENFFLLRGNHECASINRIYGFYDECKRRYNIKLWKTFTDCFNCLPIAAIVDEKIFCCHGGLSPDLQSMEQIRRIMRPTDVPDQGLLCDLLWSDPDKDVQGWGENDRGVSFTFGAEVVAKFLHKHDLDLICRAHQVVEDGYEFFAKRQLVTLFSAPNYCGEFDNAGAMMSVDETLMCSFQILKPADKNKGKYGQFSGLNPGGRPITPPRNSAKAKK
# GASC-1 inh = blocks human GASC-1 demethylase activity; AID 2099; Q9H3R0; GST-JMJD2C(1-420) H3K9me3 demethylation, DELFIA europium; inhibition, % at 2.35 µM; hit rate 0.069% among 330,000;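 active = more than half of a compound's replicate wells show inhibition beyond 50%, single wells judged on their own value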;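 also: signal counts dimethyl H3K9 product captured on neutravidin plate; 0% = median of DMSO wells and 100% = 0.3 times that DMSO median; strong numbers were not always called active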
# LYPLA2 inh = LYPLA2 (human) inhibition in PME1 counter-screen. O95372. recombinant LYPLA2, FP-Rh probe fluorescence polarization. inhibition, % at 5.9 µM. hit rate 0.38% among 320,000. AID 2177;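 active = inhibition above the screen-wide mean plus 3 SD, limit set per campaign, cut at about 26% in these data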;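 also: 0% = LYPLA2 with DMSO and 100% = wells lacking LYPLA2 enzyme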
# Target sequence (O95372 whole entry, looked up): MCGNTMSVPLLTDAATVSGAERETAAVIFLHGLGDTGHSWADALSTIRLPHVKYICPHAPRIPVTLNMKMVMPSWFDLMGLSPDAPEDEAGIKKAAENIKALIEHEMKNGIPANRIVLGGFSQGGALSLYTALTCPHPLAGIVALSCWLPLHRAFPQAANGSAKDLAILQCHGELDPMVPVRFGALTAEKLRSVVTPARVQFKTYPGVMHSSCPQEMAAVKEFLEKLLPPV
# CTSL1 counter = cathepsin L1 inhibition, PFM18AAP counter-screen. recombinant F. hepatica cathepsin L1, Z-Leu-Arg-MCA fluorescence. inhibition, % at 5.96 µM. AID 1906. hit rate 0.49% among 300,000;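 active = inhibition above the mean of all tested compounds plus 3 SD, set per screening campaign, cut at about 17% in these data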;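 also: 0% = plate median of test compound wells and 100% = 1 µM Z-Phe-Ala-diazomethylketone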
# HCV core dimer = blocks dimerization of HCV core protein | TR-FRET GST/Flag-core106 dimerization, 1536-well | inhibition, % at 5 µM | hit rate 0.33% among 300,000;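 active = inhibition above the mean of all tested compounds plus 3 SD, set per screening campaign, cut at about 45% in these data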
#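 assay system = GST-tagged and Flag-tagged HCV core protein residues 1-106 | controls = unlabelled core106 and no-GST-core106 wells | incubation = compound-protein-antibody incubation 4 h at 22.5 °C | probe or stimulus = Eu donor and XL665 acceptor anti-tag antibodies | read-out = % inhibition based on acceptor/donor emission ratio | signal = TR-FRET 671 and 617 nm emission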
# PREPL inh = inhibits the human prolyl oligopeptidase-like enzyme | Q4J6C6 | hit rate 0.68% among 320,000 | inhibition, % at 5.96 µM | recombinant PREPL, fluorescence polarization activity-based probe; in the data active = inhibition above about 43%;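 also: 0% = enzyme with DMSO and 100% = wells lacking enzyme; many of its hits are not listed in these tables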
# PP5 primary = blocks human protein phosphatase 5 activity; P53041; purified PP5c, OMFP substrate fluorescence; inhibition, % at 6.7 µM; hit rate 0.18% among 320,000; AID 1987;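 active = inhibition above the campaign's mean inhibition across all tested compounds plus 3 SD, cut at about 9.5% in these data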;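 also: 0% = DMSO only and 100% = 100 µM cantharidin control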
# Target sequence (P53041 whole entry, looked up): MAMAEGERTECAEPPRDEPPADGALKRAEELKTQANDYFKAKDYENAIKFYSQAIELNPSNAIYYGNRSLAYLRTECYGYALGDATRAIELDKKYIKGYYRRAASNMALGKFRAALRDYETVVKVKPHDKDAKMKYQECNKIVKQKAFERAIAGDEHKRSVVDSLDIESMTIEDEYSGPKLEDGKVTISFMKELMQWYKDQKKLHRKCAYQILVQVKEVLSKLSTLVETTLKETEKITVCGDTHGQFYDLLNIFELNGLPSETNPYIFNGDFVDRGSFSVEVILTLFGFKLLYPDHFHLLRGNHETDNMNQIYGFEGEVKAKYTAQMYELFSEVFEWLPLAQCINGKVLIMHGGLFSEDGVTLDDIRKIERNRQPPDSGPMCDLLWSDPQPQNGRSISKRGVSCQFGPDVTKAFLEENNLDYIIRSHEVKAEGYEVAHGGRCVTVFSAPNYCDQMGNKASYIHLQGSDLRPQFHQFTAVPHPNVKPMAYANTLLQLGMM
# TPT1 inh = inhibitors of Candida albicans tRNA 2'-phosphotransferase TPT1. recombinant caTPT1, FP RNA substrate dephosphorylation. inhibition, % at 5 µM. hit rate 0.81% among 300,000. AID 1962;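 active = inhibition above the mean of all tested compounds plus 3 SD, set per screening campaign, cut at about 24% in these data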;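 also: plate controls were DMSO alone for no effect and ferristatin control at 100 nM for full effect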
# Efflux pump inh = inhibitors of Candida antifungal efflux pumps expressed in yeast; hit rate 0.44% among 330,000; S. cerevisiae Candida pump triplex, Nile Red efflux; inhibition, % at 10 µM;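 active = plate passing quality check with inhibition over a set limit, or well fluorescence over plate mean plus 4 SD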;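 also: Nile Red retained in pooled yeast measured as flow cytometry median fluorescence; 0% = buffer negative control and 100% = Enniatin B positive control; higher means more Nile Red kept so more efflux inhibition; some compounds called inactive have numbers as strong as hits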
# The depositor's hits bear a star; . = not tested or not shown. An excerpt, so the mix of outcomes need not match the whole.
SMILES,PP1 counter,GASC-1 inh,LYPLA2 inh,CTSL1 counter,HCV core dimer,PREPL inh,PP5 primary,TPT1 inh,Efflux pump inh
Cc1[nH]c2ccc(C(=O)NCc3ccccn3)cc2c1C,0,-5,0,-2,-7,7,-1.0,6,0.0
O=C(COc1ccc2ccccc2c1)NNC(=O)Cc1cccc2ccccc12,3,-2,-11,-5,2,10,-0.5,-5,-0.2
CC(=O)Nc1ccccc1C(=O)N1CCN(Cc2ccccc2)CC1,0,-17,2,-2,1,5,-1.3,-1,0.0
CCOc1ccccc1NC(=O)Cn1cnc2c(cnn2-c2ccc(C)c(C)c2)c1=O,-2,11,9,-1,1,-3,-0.8,-4,-0.1
Nc1ccc2cn[nH]c2c1,7,-5,1,-3,-12,-4,4.6,-2,0.0
COc1cccc(C(=O)Nc2ccc(NC(=O)C3C4C=CC(C4)C3C(=O)O)cc2)c1 (stereo not given),-8,8,-1,4,8,9,1.8,5,0.5
O=C(CN1C(=O)NC2(CCc3ccccc32)C1=O)Nc1cc(C(F)(F)F)ccc1N1CCOCC1 (stereo not given),1,-38,5,-1,-1,1,2.1,-3,-0.1
O=C(c1ccsc1)N1CCN(C(=O)c2cccs2)CC1,-6,37,2,-2,-2,0,1.7,2,0.5
Cc1ccccc1C(=O)N1CCC(C(=O)Nc2ccc(S(=O)(=O)N3CCOCC3)cc2)CC1,-4,7,3,.,.,3,-1.0,.,0.4
O=C1NC2(CCCC2)C(=O)N1CC(=O)N(Cc1ccccc1)c1ccccc1,-4,-1,3,0,-1,2,-2.1,0,0.0
COc1ccc(NC(=O)C2CCCN(S(=O)(=O)c3ccc4c(c3)CCCN4C(C)=O)C2)cc1Cl (stereo not given),0,0,8,-2,8,8,3.8,-1,0.0
O=C(Oc1ccc(-c2cnc3ccccc3n2)cc1)c1ccc(Br)o1,11,10,0,-3,-15,10,1.5,-1,0.1
Cc1cccc(C)c1NC(=O)CN(C)C(=O)CCC(=O)c1ccccc1,-4,13,2,.,.,2,-1.9,.,-0.1
CN(CC(=O)Nc1ccc(Cl)c(C(F)(F)F)c1)C(=O)c1cc(-c2ccncc2)nc2ccccc12,-4,4,0,0,-3,14,1.3,1,-0.1
Oc1[nH]c2ccc(Br)cc2c1N=Nc1nn[nH]n1,1,-2,-1,-4,-11,4,-1.0,2,0.1
CC(C)CCn1cnc2c(cnn2-c2ccc(Cl)cc2)c1=O,-2,-13,2,0,1,4,-0.9,0,0.1
CC(=O)Nc1ccc(C2=NNC(=Nc3cccc(S(=O)(=O)N(C)C)c3)SC2)cc1,2,7,-6,-2,28,3,0.9,1,0.0
CCOC(=O)C1(Cc2ccccc2)CCN(C2Cc3ccccc3C2)CC1,8,2,1,0,9,-1,-2.5,2,-0.1
C[C@H](NC(=O)c1ccco1)C(=O)Nc1ccc2c(c1)OCO2,3,3,0,0,-1,9,1.4,-6,-0.1
CCC(C)C1Nc2ccc(C(=O)NCCc3ccc(OC)c(OC)c3)cc2NC1=O (stereo not given),1,12,-2,7,5,2,0.7,-2,0.3
CCOc1cc(C(=O)Nc2cc3c(cc2N2CCCC2)n(C)c(=O)n3C)cc(OCC)c1OCC,-2,-5,2,1,-7,31,0.6,0,0.1
CCCCn1c(N)c(N(CC(C)C)C(=O)CC(NC(=O)c2ccccc2)c2ccccc2)c(=O)[nH]c1=O (stereo not given),-3,1,2,-3,3,3,1.7,3,0.1
CCOC(=O)CC1COCCN1Cc1cn[nH]c1-c1cc(OC)c(OC)c(OC)c1 (stereo not given),-7,-4,-4,3,1,0,1.8,-2,0.0
CCCC(=O)Oc1ccccc1C1SCc2cc(C)c(C)cc2CS1,22*,-1,3,-30,7,7,-1.1,-2,-0.1
O=C(CC1C(=O)NCCN1Cc1ccccc1)NCCCOc1cccnc1 (stereo not given),-2,3,-1,2,4,8,1.1,-3,0.0
Cc1cc(C(=O)Nc2ccc(Cl)cc2)n(-c2ccccc2)n1,0,-17,-4,1,2,14,1.7,0,0.0
CCCC(=O)c1c[nH]c(C(=O)N2CCOCC2)c1,-2,0,10,0,-1,6,-1.6,-5,0.0
C1=C(c2ccccc2)CCN(c2nc3ccccc3n3cnnc23)C1,4,4,-4,2,3,7,2.8,-1,0.0
O=c1ccc(-c2ccc(S(=O)(=O)Nc3ccccc3Cl)o2)n[nH]1,-1,-2,7,-1,3,2,0.3,-2,0.1
COC(=O)c1cc(-c2ccc(S(=O)(=O)N3CCCCC3)cc2)c(C(F)(F)F)s1,-5,-10,-6,1,8,6,0.5,2,0.1
COc1ccc(NC(=O)c2cccc(C#N)c2)cc1NS(=O)(=O)c1ccc(F)cc1,3,-4,1,-2,5,9,3.8,-1,0.2
CC(C)C(=O)Nc1ccc(S(=O)(=O)Nc2ccccn2)cc1,-1,28,-1,-1,1,2,2.8,-10,-0.1
O=S(=O)(c1ccc(Cl)nc1)N1CCN(Cc2ccc3c(c2)OCO3)CC1,-1,-2,4,-2,-4,0,1.7,1,0.0
CC(C)CCn1c(Oc2ccccc2Cl)nc2c1c(=O)n(C)c(=O)n2C,5,9,6,2,8,2,2.0,1,0.0
Fc1ccccc1OCCCn1ccnc1,-6,0,-4,0,-3,-4,0.4,0,0.0
C=CCNC(=S)N1CCN(Cc2ccc3c(c2)OCO3)CC1,1,-6,1,-3,2,12,0.7,0,0.4
O=C(NC1CCCc2ccccc21)C1CCN(S(=O)(=O)c2cccc3nsnc23)CC1 (stereo not given),-1,1,1,-4,-7,9,-1.0,-4,0.0
COc1cccc(CN2CCN(Cc3cccc4nonc34)CC2CCO)c1 (stereo not given),-1,1,4,0,0,11,0.7,-3,-0.1
NC(=O)C1=C[C@@H](c2ccc(C(F)(F)F)cc2)C[C@@H](OCCCCO)O1,-1,2,-8,4,10,12,0.6,-2,0.0
COCCN1Cc2cccc(C(=O)Nc3ccc(S(=O)(=O)N4CCOCC4)cc3)c2C1=O,0,12,8,-7,-1,-7,-1.2,-3,-0.1
COc1ccc(C)c2sc(=NC(=O)c3ccc(C(C)=O)cc3)n(C)c12,6,3,2,2,16,-4,0.0,0,-0.1
CC1(C)CC(NC(=O)C2CCN(S(=O)(=O)c3cccc(C(F)(F)F)c3)CC2)CC(C)(C)N1,-1,5,5,.,.,19,4.8,.,-0.1
COc1ccc(CCNC(=O)Cn2nc(C(=O)O)c3ccccc3c2=O)cc1OC,-4,-6,-7,-3,9,13,-1.4,2,0.0
CC(C)Cc1nnc(NC(=O)C2CC(=O)N(Cc3ccccc3)C2)s1 (stereo not given),-3,32,15,1,-5,2,0.2,-4,0.0
O=C(c1ccc(Br)cc1)N1CCCC(c2nc(-c3cccs3)no2)C1 (stereo not given),-1,7,9,0,5,-33,-0.1,2,0.0
CCCCNC(=O)COc1ccccc1C(=O)c1cc(C#N)c(=O)n(CCOC)c1,-15,-1,-9,-7,4,-5,-2.6,2,0.4
COc1ccc(CC(=O)N2CC3(C)CC2CC(C)(C)C3)cc1 (stereo not given),-3,-2,6,0,-11,1,1.0,-1,0.0
CCOc1ccc(CN(C(=O)c2cccs2)C2CCS(=O)(=O)C2)cc1 (stereo not given),-2,11,5,-1,-1,5,-1.5,0,0.1
COc1ccc(NC(=O)CSCC(=O)Nc2cc(Cl)ccc2N2CCOCC2)cc1,-5,3,-7,11,0,8,-1.9,0,0.0
N/C(=N\OC(=O)c1ccc2c(c1)OCO2)c1ccncc1,5,-9,1,-2,3,1,-0.9,-2,0.0
Cc1nc2ccc(C(=O)N3CCN(Cc4ccccc4)CC3)cc2[nH]1,2,1,-3,0,-1,5,1.8,-3,0.0
CC(C)(O)C(=O)NN(C(=O)c1ccccc1)c1cccc(Br)c1,3,-12,2,-3,1,8,2.7,-4,-0.1
CCc1c(C(=O)NNC(=S)Nc2ccc(S(=O)(=O)Nc3ncccn3)cc2)csc1C,0,13,0,2,-6,17,-2.5,2,0.1
CCn1nnnc1SCC(=O)Nc1ccc(OC)cc1,0,79,-1,-4,-1,-9,-1.3,-2,0.0
Cc1ccc(NC(=O)C(CC(C)C)NC(N)=O)cc1Cl (stereo not given),4,12,0,1,-4,10,2.9,-3,-0.1
O=C(NCCS(=O)(=O)c1ccc(Cl)cc1)c1ccc(F)cc1,-4,-11,-9,0,1,14,0.0,1,0.5
COC(=O)CSc1nnc(CNC(=O)c2ccco2)n1-c1ccc(F)cc1,-4,11,-1,-1,-2,17,0.1,0,-0.2
O=C(CN(c1cccc(C(F)(F)F)c1)S(=O)(=O)c1ccc(Cl)c([N+](=O)[O-])c1)NCc1ccccc1,3,-1,-14,2,10,-2,2.4,-3,0.1
C/C(=N\NC(=O)c1ccc(-c2ccccc2)cc1)c1cccc(N)c1,3,6,8,-8,3,-6,0.1,0,0.4
O=C(NCCN1CCOCC1)c1cc(-c2ccccc2)on1,-4,-28,5,2,-1,3,-0.3,3,0.0

# Some of the entries above in a different format.
# Screens in order: PP1 counter, GASC-1 inh, LYPLA2 inh, CTSL1 counter, HCV core dimer, PREPL inh, PP5 primary, TPT1 inh, Efflux pump inh
> CC1(C)CC(NC(=O)C2CCN(S(=O)(=O)c3cccc(C(F)(F)F)c3)CC2)CC(C)(C)N1
  -1, 5, 5, ., ., 19, 4.8, ., -0.1
> COc1ccc(CCNC(=O)Cn2nc(C(=O)O)c3ccccc3c2=O)cc1OC
  -4, -6, -7, -3, 9, 13, -1.4, 2, 0.0

# Remaining list, next part.
SMILES,PP1 counter,GASC-1 inh,LYPLA2 inh,CTSL1 counter,HCV core dimer,PREPL inh,PP5 primary,TPT1 inh,Efflux pump inh
COCCNC(=S)N(CCc1c(C)[nH]c2ccc(F)cc12)Cc1ccco1,-3,2,1,-1,-5,-5,5.0,-1,0.1
Cc1cccc(NC(=O)C(=O)NCCc2c[nH]c3ccccc23)c1C,-4,-2,1,4,5,-22,1.1,1,0.0
CCc1ccccc1NC(=O)CN(C1CCCCC1)S(C)(=O)=O,-5,-21,4,2,-7,-9,2.0,-3,0.2
CC(C)c1nc(SCC(=O)NC2CCCCC2)c2ccccc2n1,-1,-11,6,1,5,2,-1.8,-2,-0.2
Cc1ccc(C(=C2C3C=CC2C2C(=O)NC(=O)C32)c2ccc(C)cc2)cc1 (stereo not given),-4,-4,6,3,4,-10,2.4,0,0.1
COc1ccc(C(=O)NC(=S)N2CCOCC2)cc1Br,-4,-21,-2,-1,5,3,-0.4,-4,0.0
COC(=O)c1sc(N)c(C(=O)OC)c1COC(=O)CCNS(=O)(=O)c1ccc(C)cc1,-1,1,-3,1,0,16,1.3,-1,0.3
CC(C)COC(=O)Nc1nnc(SCCOc2ccccc2)s1,-1,-2,5,-5,2,9,2.9,2,-0.2
COc1ccc(/C=C/C(=O)OCC(=O)NCCC2=CCCCC2)cc1S(=O)(=O)N1CCOCC1,-1,-7,1,-8,2,5,-1.0,-3,0.2
COc1ccc(OCC(=O)NNC(=O)C2CCN(c3ncnc4sc(C)c(C)c34)CC2)cc1,-3,-9,-3,.,.,7,3.2,.,0.4
CCc1ccc(-c2nc(CN3CCC(C(=O)NCc4ccc(F)cc4)CC3)c(C)o2)cc1,4,41,0,-1,-4,-7,1.0,3,-0.1
Cc1ccc2nc(Cn3cc(C(F)(F)F)ccc3=O)cc(=O)n2c1,-5,-7,3,0,1,-2,2.2,0,-0.1
COCCN(C)Cc1nc(C(c2ccccc2)c2ccccc2)no1,1,8,6,4,-1,-1,0.0,-4,0.0
